Compound activity: PubChem BioAssay, NCI
NCI-60 one-dose screen, 48 h, at 10 µM unless noted. Numbers give growth in % (100 = growth as untreated, 0 = no growth, -100 = all killed).
SR = SR leukemia cells; 73,000 compounds, 8.7% hits; AID 1794780
MDA-MB-468 = MDA-MB-468 breast cancer; 78,000 compounds, 8.5% hits
MOLT-4 = MOLT-4 leukemia cells. 80,000 compounds, 6.9% hits. AID 1794779
MDA-MB-231 = MDA-MB-231 breast cancer. 81,000 compounds, 5% hits
T-47D = T-47D breast cancer; AID 1794792; 79,000 compounds, 5% hits
K-562 = K-562 leukemia; 78,000 compounds, 7.4% hits; AID 1794777
BT-549 = BT-549 breast cancer. 78,000 compounds, 4.4% hits
MCF7 = MCF7 breast cancer; 82,000 compounds, 6.3% hits
* hit, by the source's call; nt = not tested or not shown. Rule for the calls: active = growth percent below 10; inactive = the rest.

Codes: A = SR; B = MDA-MB-468; C = MOLT-4; D = MDA-MB-231; E = T-47D; F = K-562; G = BT-549; H = MCF7
> COc1ccc(Cl)cc1NC(=O)c1cc2c([nH]1)-c1nc(NC(=O)C(C)(C)C)sc1CC2
  A = 28 | B = 85 | C = 59 | D = 33 | E = 71 | F = 11 | G = 72 | H = 52
> C[N+](C)(CCCCCC[N+](C)(C)CC(=O)NC(N)=O)CC(=O)NC(N)=O
  A = 87 | B = 103 | C = 97 | D = 108 | E = 84 | F = 119 | G = 92 | H = 95
> O=C(NCc1ccccc1)Nc1ncccc1OCc1ccccc1
  A = nt | B = 93 | C = nt | D = 101 | E = 81 | F = nt | G = 96 | H = 96
> COCN1CCC2N(COC)CCC3N(COC)CCC1N23 (stereo not drawn)
  A = nt | B = nt | C = 111 | D = 94 | E = 100 | F = 111 | G = 108 | H = 99
> CCCCCC/C=N\NC(N)=S
  A = 77 | B = 40 | C = 77 | D = nt | E = nt | F = 44 | G = 51 | H = 19
> C=CCSc1nnc(/N=C2\NC(=O)/C(=C/c3ccc(OC)cc3)S2)s1
  A = 59 | B = 114 | C = 106 | D = 101 | E = 100 | F = 83 | G = 99 | H = 83
> CCc1cccc(Nc2ccn(CC(=O)NCCC(C)C)c(=O)c2)c1
  A = 112 | B = 94 | C = 110 | D = 101 | E = 98 | F = 111 | G = 109 | H = 99
> CCCCCCCCCCCCCC(=O)Sc1ccccc1C(=S)S
  A = 79 | B = 106 | C = 90 | D = 109 | E = 101 | F = nt | G = 103 | H = 109
> COc1ccccc1S(=O)Nc1ccccc1 (stereo not drawn)
  A = 83 | B = 97 | C = 103 | D = 93 | E = 107 | F = 104 | G = 108 | H = 95
> CCN1C/C(=N\S(=O)(=O)c2ccccc2)N(CC)C1=S
  A = 101 | B = 98 | C = 101 | D = 104 | E = 102 | F = 99 | G = 97 | H = 97
> O=C(CN1C(=O)CCC1=O)Nc1ncc(Cc2ccc(F)cc2)s1
  A = 100 | B = 109 | C = 102 | D = 97 | E = 103 | F = 99 | G = 98 | H = 92
> COc1ccc(/C=C/C(=O)/C=C(/C=C/c2ccc(OC)c(OCc3ccccc3)c2)OB(F)F)cc1OCc1ccccc1
  A = 60 | B = 105 | C = 85 | D = 99 | E = 69 | F = 95 | G = 103 | H = 77
> CC1CCC(O)C(C)C1 (stereo not drawn)
  A = nt | B = 104 | C = 94 | D = 103 | E = 93 | F = 98 | G = 106 | H = 95
> COc1cc(-c2cc(C(=O)Nc3nc4ccccc4s3)nc3cc(-c4ccccc4)nn23)cc(OC)c1OC
  A = 67 | B = 60 | C = 76 | D = 66 | E = 84 | F = 53 | G = 60 | H = 73
> ClC(Cl)(Cl)C1CO1 (stereo not drawn)
  A = 95 | B = 123 | C = 101 | D = 99 | E = 101 | F = 96 | G = 97 | H = 96
> O=C(O)CNCNc1ccc(S(=O)(=O)c2ccc(NCNCC(=O)O)cc2)cc1
  A = 99 | B = 107 | C = 103 | D = 109 | E = 99 | F = 97 | G = 101 | H = 99
> CC1(c2ccccc2N)N=C(N)Nc2nc3ccccc3n21 (stereo not drawn)
  A = nt | B = 102 | C = 88 | D = 69 | E = 76 | F = 100 | G = 102 | H = 69
> Cc1ccc2c(N)c(C(=O)Nc3ccc(B(O)O)cc3)sc2n1
  A = 53 | B = 72 | C = 59 | D = nt | E = 49 | F = 64 | G = 104 | H = 47
> CC(=O)OCC1=C(C(=O)O)N2C(=O)[C@@H](NC(=O)CSc3ccncc3)[C@H]2SC1
  A = 107 | B = 105 | C = 102 | D = 98 | E = 108 | F = 113 | G = 113 | H = 101
> O=C1NC(=O)c2ncccc21
  A = 111 | B = 94 | C = 106 | D = 116 | E = 102 | F = 107 | G = 91 | H = 95
> Nc1nc2[nH]cc(CCc3ccc(C(=O)N[C@@H](CCc4nn[nH]n4)C(=O)O)cc3)c2c(=O)[nH]1
  A = 92 | B = nt | C = 111 | D = 111 | E = 100 | F = 105 | G = 111 | H = 99
> CCOc1ccc(-n2c(CCc3ccccc3)nnc2SCC(=O)N2CCCC2)cc1
  A = 83 | B = 88 | C = nt | D = 116 | E = 86 | F = 65 | G = 101 | H = 102
> COC1=C(Nc2cccc(C)c2C)C(=O)C(OC)=C(Nc2cccc(C)c2C)C1=O
  A = 93 | B = 98 | C = 88 | D = 110 | E = 92 | F = 99 | G = 101 | H = 95
> CCCn1c(NC(=O)c2cccc(C(N)=O)c2)nc2ccc(CN3CCCCC3)cc21
  A = 31 | B = 109 | C = 99 | D = 126 | E = 107 | F = 86 | G = -48* | H = 76
> C=C1C(=O)O[C@H]2[C@H]1CC/C(COC(=O)NCCc1ccccc1OC)=C\CC[C@@]1(C)O[C@@H]21
  A = 101 | B = 105 | C = 88 | D = 107 | E = 88 | F = nt | G = 99 | H = 95

Among those listed so far, two contain a Cl atom.
Codes: A = SR; B = MDA-MB-468; C = MOLT-4; D = MDA-MB-231; E = T-47D; F = K-562; G = BT-549; H = MCF7
> COc1ccc(Cl)cc1NC(=O)c1cc2c([nH]1)-c1nc(NC(=O)C(C)(C)C)sc1CC2
  A = 28 | B = 85 | C = 59 | D = 33 | E = 71 | F = 11 | G = 72 | H = 52
> ClC(Cl)(Cl)C1CO1 (stereo not drawn)
  A = 95 | B = 123 | C = 101 | D = 99 | E = 101 | F = 96 | G = 97 | H = 96

Taken from above.
Entry of `Cc1ccc2c(N)c(C(=O)Nc3ccc(B(O)O)cc3)sc2n1` under T-47D: 49
Entry of `C=CCSc1nnc(/N=C2\NC(=O)/C(=C/c3ccc(OC)cc3)S2)s1` under MDA-MB-468: 114
Entry of `O=C(O)CNCNc1ccc(S(=O)(=O)c2ccc(NCNCC(=O)O)cc2)cc1` under SR: 99
Entry of `ClC(Cl)(Cl)C1CO1` (stereo not drawn) under K-562: 96
Entry of `CCCCCCCCCCCCCC(=O)Sc1ccccc1C(=S)S` under MCF7: 109

The listing continues:
Codes: A = SR; B = MDA-MB-468; C = MOLT-4; D = MDA-MB-231; E = T-47D; F = K-562; G = BT-549; H = MCF7
> COCCN1CCN(c2nc(NCCN3CCOCC3)ncc2Br)CC1
  A = 107 | B = 100 | C = 103 | D = 97 | E = 94 | F = 99 | G = 116 | H = 94
> O=C(Cc1ccccc1)c1ccc(O)cc1O
  A = 99 | B = 112 | C = 80 | D = 96 | E = nt | F = 91 | G = 99 | H = 106
> CCCCOc1nc2ccccc2cc1/C=C/C(=O)/C=C(/C=C/c1cc2ccccc2nc1OCCCC)OB(F)F
  A = 96 | B = 115 | C = 103 | D = 102 | E = 91 | F = 94 | G = 107 | H = 99
> CCOC(=O)C(OC(=O)c1ccccc1)C(=O)OCC
  A = 90 | B = 100 | C = 90 | D = 98 | E = 91 | F = 88 | G = 89 | H = 85
> CC(C)(C)OC(=O)N1C(=O)c2c(c3c4cccnc4[nH]c3c3ccc4ccccc4c23)C1=O
  A = 79 | B = 111 | C = 95 | D = 91 | E = 90 | F = 85 | G = 125 | H = 78
> c1ccc(CCn2cncc2-c2c[nH]c3ccccc23)cc1
  A = 101 | B = 86 | C = 87 | D = 85 | E = 70 | F = 79 | G = 89 | H = 87
> CCOC(=O)c1ccc(Nc2nnc(CSc3nc(C)cc(C)n3)s2)cc1
  A = 59 | B = 59 | C = nt | D = 66 | E = 32 | F = 44 | G = 69 | H = 78
> CCOc1nc(-c2ccco2)n2nc(-c3cccs3)cc2n1
  A = 112 | B = 61 | C = 111 | D = 99 | E = 83 | F = 109 | G = 99 | H = 71
> O=C1c2ccccc2C(=O)N1CCCCl
  A = 94 | B = 108 | C = 95 | D = 122 | E = 105 | F = 86 | G = 104 | H = 93
> CN(C)CCOc1cccc(OCCN(C)C)n1
  A = 79 | B = 90 | C = 81 | D = 109 | E = 95 | F = 89 | G = 110 | H = 101
> COc1ccc(-c2nn(-c3ccccc3)cc2C2OC23CCc2ccccc2C3=O)cc1 (stereo not drawn)
  A = 91 | B = 106 | C = nt | D = 97 | E = 97 | F = nt | G = 121 | H = 85
> CC(CO)(CO)C(=O)O
  A = nt | B = 100 | C = 108 | D = 108 | E = 95 | F = 101 | G = 109 | H = 101
> O=c1[nH]c(COc2ccc(F)cc2)nc2sc3c(c12)CCC3
  A = 67 | B = nt | C = 51 | D = 99 | E = 95 | F = 76 | G = 104 | H = 94
> CN=C(N)NCCCCCCCCNC(N)=NC
  A = 79 | B = 48 | C = 90 | D = 90 | E = 75 | F = 75 | G = 91 | H = 94
> COC(=O)c1c(C)nc(C)c2c1C(=O)C(Br)=C(NCCCCO)C2=O
  A = 46 | B = 29 | C = 79 | D = 75 | E = 77 | F = 71 | G = 91 | H = 38
> Cc1ccc(S(=O)(=O)C/C(=N\Nc2ccccc2)c2cc3ccccc3oc2=O)cc1
  A = 110 | B = 103 | C = 112 | D = 90 | E = 88 | F = 103 | G = 97 | H = 92
> CCNC(=S)NC1C(=O)N(C)C(=O)N(C)C1=O
  A = 109 | B = 106 | C = 100 | D = 100 | E = 100 | F = 103 | G = 106 | H = 98
> CSc1oc(C)nc1[P+](c1ccccc1)(c1ccccc1)c1ccccc1
  A = 31 | B = -4.4* | C = 68 | D = 65 | E = 8.6* | F = 31 | G = 43 | H = 23
> COC(=O)[C@]12CC[C@@H](C)[C@H](C)[C@@H]1C1=CC(=O)[C@@H]3[C@@]4(C)C[C@@H](O)[C@H](O)[C@@]5(C)COC(=C45)C[C@@]3(C)[C@]1(C)CC2
  A = 7.5* | B = 44 | C = 25 | D = 46 | E = 51 | F = 14 | G = 54 | H = 29
> CCCCC(CC)CCC(OC(=O)CSC#N)C(C)CC (stereo not drawn)
  A = 87 | B = 105 | C = 101 | D = 109 | E = 107 | F = nt | G = 118 | H = 100
> O=c1cc(NNC(=S)NCc2ccccc2)c2cc(Br)ccc2[nH]1
  A = 26 | B = 85 | C = 38 | D = 77 | E = 63 | F = 70 | G = 72 | H = 69
> CCOP(=O)(OCC)C(NC(=O)CN)C(=O)N1CCCCC1 (stereo not drawn)
  A = 104 | B = 114 | C = 97 | D = 105 | E = 108 | F = 98 | G = 110 | H = 100
> CCCCOc1ccc(C(=O)OCCNC(C)C)cc1N
  A = 118 | B = 83 | C = 96 | D = 118 | E = 79 | F = 117 | G = 96 | H = 99
> O=C1Nc2cc(-c3ccc(NC(=O)C4CC4)cc3)ccc2/C1=C/c1ccc[nH]1
  A = 45 | B = 0.8* | C = 95 | D = 100 | E = 22 | F = 98 | G = 104 | H = 13
> COc1cc2c(c(OC)c1OC)-c1ccc(NN(C(=O)c3ccccc3)C(=O)c3ccccc3)c(=O)cc1[C@@H](NC(C)=O)CC2 (tested in a mixture with another compound)
  A = 18 | B = 19 | C = 23 | D = 51 | E = 42 | F = nt | G = 37 | H = 24

Codes: A = SR; B = MDA-MB-468; C = MOLT-4; D = MDA-MB-231; E = T-47D; F = K-562; G = BT-549; H = MCF7
> O=S(=O)(O)c1cc(N=Nc2ccc(O)c3ccccc23)ccc1/C=C/c1ccc(N=Nc2ccc(O)c3ccccc23)cc1S(=O)(=O)O
  A = 104 | B = 116 | C = 107 | D = 97 | E = 103 | F = 91 | G = 110 | H = 116
> CC(=O)NC1C(O[C@H]2CC[C@]3(C)[C@H]4CC=C5[C@@H]6CC(C)(C)CC[C@]6(C(=O)OC6OCC(O)C(O)C6OC6OC(C)C(OC7OC(CO)C(O)C7O)C(OC7OC(CO)C(O)C(O)C7O)C6O)[C@H](O)C[C@@]5(C)[C@]4(C)CC[C@H]3C2(C)C)OC(COC2OCC(O)C(O)C2OC2OCC(O)C(O)C2O)C(O)C1O (stereo partly drawn)
  A = 63 | B = 80 | C = 86 | D = 101 | E = 93 | F = 61 | G = 98 | H = 111
> Cn1cc(-c2csc(-c3cn(C(=O)OC(C)(C)C)c4ccc(Br)cc34)n2)c2ccnc(Cl)c21
  A = 39 | B = 5.4* | C = 91 | D = 61 | E = 67 | F = 87 | G = 64 | H = 83
> C=C1CC2(OC1=O)C(=O)N(CCCCCCCN1C(=O)C3(CC(=C)C(=O)O3)c3ccccc31)c1ccccc12 (stereo not drawn)
  A = 3.3* | B = -17* | C = 3.1* | D = -9.6* | E = 23 | F = 5.0* | G = 35 | H = -4.0*
> Nc1ccc2nc(N)sc2c1
  A = 82 | B = 116 | C = 88 | D = 115 | E = 106 | F = 113 | G = 118 | H = 99
> S=C1Nc2c(sc3ccc(Cl)cc23)C(c2cccc(Br)c2)N1 (stereo not drawn)
  A = 84 | B = 105 | C = 89 | D = 90 | E = 77 | F = 99 | G = 111 | H = 57
> CCOC(=O)C1=C(C)NC(SCc2cc(=O)oc3ccc(F)cc23)=N[C@@H]1c1cccc2ccccc12
  A = 83 | B = 113 | C = 85 | D = 78 | E = 82 | F = 80 | G = 102 | H = 84
> Brc1ccc2[nH]cc(-c3cncn3Cc3ccc(I)cc3)c2c1
  A = 72 | B = 75 | C = 55 | D = 65 | E = 53 | F = 51 | G = 72 | H = 67
> COc1ccc2nc(-c3nc(-c4ccccc4F)n4ccccc34)[nH]c2c1
  A = 54 | B = 101 | C = 55 | D = 72 | E = 62 | F = 63 | G = 69 | H = 87
> O=C(/C(=C/c1ccc(Br)cc1)c1ccccc1)c1ccccc1
  A = 63 | B = 85 | C = 69 | D = 98 | E = 83 | F = 72 | G = 93 | H = 94
> CC(C)c1ccc(OCCCCCCOc2cccc(/C=C3\N=C4SCCCN4C3=O)c2)cc1
  A = 69 | B = 48 | C = 69 | D = 91 | E = 60 | F = 64 | G = 96 | H = 87
> N#CC1=C(N)Oc2c(ccc3ccccc23)C1c1ccc(Cl)cc1 (stereo not drawn)
  A = 46 | B = 106 | C = 87 | D = 73 | E = 82 | F = 35 | G = 101 | H = 71

Random draw from the library. Share with any hit: about 13%.
